# Source: PubChem BioAssay
# mHTT-CaM PPI inh = mHTT-calmodulin interaction abrogation | AID 1671202 | inhibition, % at 15 µM | P42858 | AlphaScreen His-mHTT/GST-CaM binding, luminescence | actives 3.6% (n = 190,000);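 note: 0% = both proteins with DMSO and 100% = one protein alone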
# Target sequence (P42858 whole entry, looked up, stated change not applied): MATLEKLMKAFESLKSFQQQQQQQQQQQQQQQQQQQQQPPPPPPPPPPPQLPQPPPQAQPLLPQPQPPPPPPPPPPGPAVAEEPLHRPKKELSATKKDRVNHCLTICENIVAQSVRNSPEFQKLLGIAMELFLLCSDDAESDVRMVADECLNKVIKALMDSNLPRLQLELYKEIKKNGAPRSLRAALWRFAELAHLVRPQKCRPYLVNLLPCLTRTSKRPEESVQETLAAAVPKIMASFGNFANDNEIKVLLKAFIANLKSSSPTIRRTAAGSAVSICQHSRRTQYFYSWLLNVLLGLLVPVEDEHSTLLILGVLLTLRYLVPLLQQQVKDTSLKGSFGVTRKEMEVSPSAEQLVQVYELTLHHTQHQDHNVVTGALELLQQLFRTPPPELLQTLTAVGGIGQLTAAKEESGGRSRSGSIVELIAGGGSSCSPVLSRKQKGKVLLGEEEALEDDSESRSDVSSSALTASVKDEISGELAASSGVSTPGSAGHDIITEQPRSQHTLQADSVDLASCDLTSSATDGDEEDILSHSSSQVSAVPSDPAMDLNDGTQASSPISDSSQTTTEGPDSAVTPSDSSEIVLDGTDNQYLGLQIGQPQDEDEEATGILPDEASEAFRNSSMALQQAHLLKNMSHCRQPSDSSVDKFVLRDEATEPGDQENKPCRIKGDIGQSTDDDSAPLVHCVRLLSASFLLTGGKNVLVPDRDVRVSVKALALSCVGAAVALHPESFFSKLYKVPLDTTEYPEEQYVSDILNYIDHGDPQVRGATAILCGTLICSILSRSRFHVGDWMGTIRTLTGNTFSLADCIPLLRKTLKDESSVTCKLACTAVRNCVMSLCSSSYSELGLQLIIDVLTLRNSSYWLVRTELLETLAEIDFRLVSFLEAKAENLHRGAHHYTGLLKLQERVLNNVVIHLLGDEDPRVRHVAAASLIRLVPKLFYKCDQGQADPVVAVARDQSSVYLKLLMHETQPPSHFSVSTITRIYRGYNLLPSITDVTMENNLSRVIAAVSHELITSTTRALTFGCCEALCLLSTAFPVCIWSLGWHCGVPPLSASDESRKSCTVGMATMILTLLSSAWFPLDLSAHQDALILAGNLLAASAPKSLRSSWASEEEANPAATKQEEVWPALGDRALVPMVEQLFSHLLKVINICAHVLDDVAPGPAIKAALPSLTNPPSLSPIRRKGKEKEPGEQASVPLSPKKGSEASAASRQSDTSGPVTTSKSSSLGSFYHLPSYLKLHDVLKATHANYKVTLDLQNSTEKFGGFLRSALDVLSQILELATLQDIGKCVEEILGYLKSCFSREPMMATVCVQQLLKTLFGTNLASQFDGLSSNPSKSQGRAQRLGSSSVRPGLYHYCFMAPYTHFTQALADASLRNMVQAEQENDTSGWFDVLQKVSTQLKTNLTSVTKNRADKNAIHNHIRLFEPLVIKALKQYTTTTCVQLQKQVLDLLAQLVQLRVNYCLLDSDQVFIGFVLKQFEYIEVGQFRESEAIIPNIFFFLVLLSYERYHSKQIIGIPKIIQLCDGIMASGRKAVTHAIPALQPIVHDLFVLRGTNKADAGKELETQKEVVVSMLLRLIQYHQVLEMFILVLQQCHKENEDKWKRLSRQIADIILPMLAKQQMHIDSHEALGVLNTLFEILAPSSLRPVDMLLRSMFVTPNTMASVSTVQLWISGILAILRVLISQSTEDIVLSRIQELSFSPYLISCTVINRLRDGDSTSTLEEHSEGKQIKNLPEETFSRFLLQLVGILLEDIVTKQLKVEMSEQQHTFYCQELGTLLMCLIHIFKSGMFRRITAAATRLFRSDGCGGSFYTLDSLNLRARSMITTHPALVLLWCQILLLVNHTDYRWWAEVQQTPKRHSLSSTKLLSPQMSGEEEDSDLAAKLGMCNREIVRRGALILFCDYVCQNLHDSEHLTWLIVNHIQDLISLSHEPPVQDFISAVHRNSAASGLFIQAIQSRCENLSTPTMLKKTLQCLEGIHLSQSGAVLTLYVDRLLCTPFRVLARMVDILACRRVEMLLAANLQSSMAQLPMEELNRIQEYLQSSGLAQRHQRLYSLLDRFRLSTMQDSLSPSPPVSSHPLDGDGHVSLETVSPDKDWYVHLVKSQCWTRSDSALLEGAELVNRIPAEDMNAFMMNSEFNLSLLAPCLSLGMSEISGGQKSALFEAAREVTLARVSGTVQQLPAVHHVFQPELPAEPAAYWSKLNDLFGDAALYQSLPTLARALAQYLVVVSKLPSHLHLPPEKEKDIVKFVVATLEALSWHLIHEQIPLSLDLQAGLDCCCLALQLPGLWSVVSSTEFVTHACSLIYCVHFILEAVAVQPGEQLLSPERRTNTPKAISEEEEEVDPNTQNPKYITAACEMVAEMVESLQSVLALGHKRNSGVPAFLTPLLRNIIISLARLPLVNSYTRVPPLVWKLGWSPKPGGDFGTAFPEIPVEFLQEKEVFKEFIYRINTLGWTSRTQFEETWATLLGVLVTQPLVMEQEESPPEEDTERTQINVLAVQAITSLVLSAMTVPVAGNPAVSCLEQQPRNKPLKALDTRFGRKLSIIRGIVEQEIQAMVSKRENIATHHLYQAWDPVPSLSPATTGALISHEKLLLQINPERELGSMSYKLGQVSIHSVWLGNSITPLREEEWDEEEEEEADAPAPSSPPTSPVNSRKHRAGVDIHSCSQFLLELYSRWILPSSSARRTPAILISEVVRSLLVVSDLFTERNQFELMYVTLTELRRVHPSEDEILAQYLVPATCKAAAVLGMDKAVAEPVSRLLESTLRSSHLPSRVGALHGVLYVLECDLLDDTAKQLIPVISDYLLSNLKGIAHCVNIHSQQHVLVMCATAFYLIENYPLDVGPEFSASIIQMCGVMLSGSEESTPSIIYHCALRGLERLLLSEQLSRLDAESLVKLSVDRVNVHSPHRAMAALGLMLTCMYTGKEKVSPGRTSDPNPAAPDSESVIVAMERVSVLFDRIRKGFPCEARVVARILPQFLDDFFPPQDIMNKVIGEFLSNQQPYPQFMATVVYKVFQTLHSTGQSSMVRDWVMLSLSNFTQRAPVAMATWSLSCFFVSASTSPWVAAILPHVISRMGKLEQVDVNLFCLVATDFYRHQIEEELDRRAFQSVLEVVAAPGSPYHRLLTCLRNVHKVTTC
# Pf apPOL block = Pf-apPOL DNA polymerase inhibition | Recombinant Pf-apPOL, molecular beacon fluorescence, 1.5 h | inhibition, % at 10 µM | actives 0.25% (n = 210,000) | AID 1794808
# Numbers without * were called inactive; · = no result given; & = joins results of further samples. Cut-off read from the data, not from the text of the source: active = inhibition above about 50%; inactive = the rest. These rows are one share of the data; the hit share may differ from the screen's.
SMILES,mHTT-CaM PPI inh,Pf apPOL block
Nc1cc(C2CCN(C(=O)Nc3cccc(Cl)c3)CC2)no1,-8,-3
Cc1ccc(-c2nc(C)c(C(=O)NC3CC3)s2)cc1,1,-7
COc1ccc(C)cc1NC(=O)C1CCCN(c2cn[nH]c(=O)c2)C1 (centres undefined),43,-2
Cc1ccc(C2=N/C(=C\c3ccc(Br)cc3)C(=O)O2)cc1[N+](=O)[O-],-1,-8
CCSc1c(C(=O)Nc2cccc([N+](=O)[O-])c2)ccc2c1C(=O)c1ccccc1C2=O,7,-2
O=S(=O)(Cc1nc(-c2ccsc2)no1)c1ccc(Cl)cc1,·,-2
CCN(CC)C(=O)c1oc2ccc(S(=O)(=O)N(CC)CC)cc2c1C,1,-8
COc1ccc(S(=O)(=O)N2CCC(CN3CCCC(C)C3)CC2)cc1OC (centres undefined),-3,-2
CCN(CC)C(=O)Oc1ccc(C(=O)c2ccccc2)cc1,-21,-9
COc1ccc(CN(C)C2CCCCC2)cc1,-1,4
O=C(NCc1cccs1)c1c(F)c(F)c(F)c(F)c1F,-7,1
CC1=C(C(=O)Nc2ccc(C)cn2)C(c2cccc(Cl)c2)C2=C(CCCC2=O)N1 (centres undefined),0,0
CNC(=O)O[C@@H]1C[C@H]2C[C@@H]1[C@H]1CCCCN1C2=O,-10,-1
O=C(c1ccc(OCC2CCCN(C(=O)c3ccc(F)cc3)C2)cc1)N1CCCC1 (centres undefined),-1,2
CC(=O)N(C)CCc1noc(-c2[nH]c3ccc(C)cc3c2C)n1,20,-3
CSc1nc2c(c(=O)[nH]1)C1(CCCCC1)Cc1ccccc1-2,-5,1
CN1CCN(C2Cc3ccccc3Sc3ccc(Cl)cc32)CC1 (centres undefined),·,15
CCOc1ccc(NC(=O)c2ccc(F)c(S(=O)(=O)N3CCC4(CC3)OCCO4)c2)cc1,22,-4
CCCN1CCn2cc(C(=O)NCc3cccc(C)c3)nc2C1,16,-2
O=C(c1ccccn1)N1CCN(c2cc(-c3cccnc3)[nH]n2)CC1,-4,-4
CC1CCN(Cc2csc(N3CCN(C(=O)c4ccc(Cl)s4)CC3)n2)CC1,7,-3
CCOc1cccc2cc(-c3cc(=O)oc4cc(OCC(=O)OC(C)C)ccc34)c(=O)oc12,8,-2
CC(C)c1ccc(OCC(=O)N2CCCCCC2)cc1,-10,-6
O=c1c([N+](=O)[O-])c(N2CCN(Cc3ccccc3)CC2)c2ccccc2n1-c1ccccc1,-1,-13
O=C(CCC1CCN(c2cc(NC3CC3)ncn2)CC1)NCc1cc(F)ccc1F,7,-1
CC(=O)c1cccc(NC(=O)c2ccc(Cl)c(Cl)c2)c1,-12,-3
COc1ccc(-c2cc(C(F)(F)F)n3ncc(C(=O)N4CCCC4)c3n2)cc1,-6,-7
CCNc1cc(N2CCCC(CCC(=O)NCc3ccc(C)cc3)C2)ncn1 (centres undefined),7,-3
C=CCOc1ccc(/C=C2\SC(=O)NC2=O)cc1OC,11,-8
CCCC1CCC(C2=N/C(=C\c3ccc([N+](=O)[O-])cc3)C(=O)O2)CC1 (centres undefined),-1,-5
NNC(=O)C1CC2CC1CC2C(=O)NN (centres undefined),-2,·
CCOC(=O)c1cc(C)nc(Sc2ccccc2Cl)n1,·,-5
O=C(CCCc1ccccc1)NCCOc1ccccc1,-15,-73
O=C(c1cc(F)ccc1F)N1CCC(CCOc2ccccc2F)CC1,-38,0
CCC(C)NC(=O)C1(C)CCC(=O)N1CCc1ccc(OC)c(OC)c1 (centres undefined),-6,-8
COc1ccc(N2C(=O)CC(NCCc3ccccc3F)C2=O)cc1 (centres undefined),1,-6
O=C(NCC(O)c1ccoc1)C1COc2ccccc2O1 (centres undefined),2,-4
O=C(NCc1csc(C2CCN(S(=O)(=O)c3ccccc3F)CC2)n1)C1CCC1,9,2
COc1ccc(CN(C)Cc2ccccc2)cc1,-1,-5
Cn1cnnc1C1CCCCN1C(=O)COc1ccc(F)c(F)c1 (centres undefined),-2,-4
Cc1ccc2cc3cc(C(=O)NC4CCCc5ccccc54)oc3nc2c1 (centres undefined),-1,3
Cc1[nH]nc2nc(SCC(=O)NCc3ccco3)n(-c3cccc(Cl)c3)c(=N)c12,50*,-1
O=C(NCc1cccnc1)c1cccc(I)c1,3,-6
O=C(NCC1(CO)CC1)C12CC3CC(CC(C3)C1)C2,-4,0
Cc1cc(C)n(-c2ccnc(NCCc3cccnc3)n2)n1,1,-7
O=C(NCc1ccc(Br)cc1)C1CCN(c2cncnc2N2CCCC2)CC1,48,2
CN1CCN(c2ccc(CNS(=O)(=O)c3ccc(-c4ccon4)s3)cc2)CC1,·,-3
Cc1ccc(C2CC(c3ccc(Cl)cc3)Nc3nc(N)nn32)cc1 (centres undefined),24,1
O=c1oc2ccccc2c2c1Sc1ccccc1N2,·,-4
Cc1ccc(N2C(=O)C3C4C=CC(C5CC45)C3C2=O)cc1Cl (centres undefined),0,2
COc1ccc(-c2cc(C(F)(F)F)nc(-n3cc([N+](=O)[O-])nc3C)n2)cc1OC,-1,-2
Oc1ccccc1C=Nc1ccc(O)c(-c2nc3ccccc3s2)c1,32,1
CC(C)CCNC(=O)C1(O)c2cc(Br)ccc2NC(=O)N1c1ccc(Cl)cc1 (centres undefined),2,3
N#Cc1c(N)c(C(=O)c2ccccc2)n2c1CCCC2,6,3
Cc1cc(C)c2c(=O)[nH]c(SCC(=O)c3ccc(O)c(O)c3)nc2n1,6,-4
O=S(=O)(NC1CCC(NS(=O)(=O)c2ccccc2)CC1)c1ccccc1 (centres undefined),1,0
O=C(NCCN1CCCCC1)c1cncc(-c2ccccc2Cl)c1,4,-2
S=c1[nH]c(=S)c2cnc(N3CCc4ccccc43)nc2[nH]1,·,19
CCOC(=O)N1CCN(CC(O)COc2cc(C)ccc2C(C)C)CC1 (centres undefined),41&14,-1&-5
Nc1nc(-c2c(F)c(F)c(F)c(F)c2-c2ccccc2)cs1,2,0

# Remaining list, next part:
SMILES,mHTT-CaM PPI inh,Pf apPOL block
O=C(Nc1ccccc1O)c1ccc(Br)c(S(=O)(=O)N2CCCCC2)c1,5,-75
COc1ccc(/C=C2\SC(=O)N(CCCC(=O)N3CCOCC3)C2=O)cc1OC,12,-8
CC1(C)Cc2c(sc3nc(SCC(N)=O)n(CCc4ccccc4)c(=O)c23)CO1,2,-4
CCc1nc(N2CCCCC2)c2cnn(-c3ccc(OC)cc3)c2n1,-48,-2
CCc1ccc(C(=O)NC(C(=O)O)C(C)C)cc1 (centres undefined),3,-6
Cc1ccc(NC(=O)Cn2ncc3c(=O)oc4ccccc4c32)c(Br)c1,-2,-4
COc1ccc(N=Nc2cc(C)c3cc(C(C)C)ccc(C)c2-3)cc1,·,1
NC1=Nc2ccccc2CCC1,-4,-2
CN(C(=O)c1n[nH]c(=O)c2ccccc12)C1CCCCC1,-2,-3
CCOC(=O)c1nc(-c2ccccc2)sc1-c1ccnn1C(=O)NC(C)C,·,-1
O=C(Nc1ccccc1O)/C(=C1\Nc2ccc([N+](=O)[O-])cc2N1)[N+](=O)[O-],20,5
O=C(Nc1ccc(CC(=O)N2CCC(O)CC2)cc1)C1CC(=O)N(c2ccc(F)cc2)C1 (centres undefined),0,0
O=C1C(=O)N(Cc2ccco2)C(c2ccco2)C1=C(O)c1ccc(F)cc1 (centres undefined),1,-6
CC(C)NC(=O)O[C@@H]1C[C@H]2C[C@@H]1[C@H]1CCCCN1C2=O,-1,-2
O=C1OC(c2ccc([N+](=O)[O-])cc2)=N/C1=C\c1cccc(Cl)c1,0,-4
O=C1C2C3C=CC(C2C(=O)N1Cc1ccccc1)C1C(=O)N(Cc2ccccc2)C(=O)C31 (centres undefined),3,1
O=C(NCCO)c1cc2ccccc2c(=O)s1,0,2
CC1CN(C(=O)Cc2cccnc2)CC1c1nc(-c2ccncc2)no1 (centres undefined),-2,-9
O=C(CSc1nnc(-c2ccncc2)n1Cc1ccccc1)c1ccc(Br)cc1,1,-9
CC(=O)NC1=NN(C(C)=O)C(C)(c2ccc([N+](=O)[O-])cc2)S1 (centres undefined),3,-2

# Not a retest: an excerpt of the list.
SMILES,mHTT-CaM PPI inh,Pf apPOL block
O=C(NCCO)c1cc2ccccc2c(=O)s1,0,2
CC1CN(C(=O)Cc2cccnc2)CC1c1nc(-c2ccncc2)no1 (centres undefined),-2,-9
O=C(CSc1nnc(-c2ccncc2)n1Cc1ccccc1)c1ccc(Br)cc1,1,-9
CC(=O)NC1=NN(C(C)=O)C(C)(c2ccc([N+](=O)[O-])cc2)S1 (centres undefined),3,-2

# The list continues.
SMILES,mHTT-CaM PPI inh,Pf apPOL block
COc1ccc(Cl)cc1N1CCN(C(=O)C2CC2)C(C)C1=O (centres undefined),-2,-2
Nc1ccc(S(=O)(=O)NCC(=O)O)cc1,-16,-6
CCOc1ccc(C(=O)Nc2ccc([N+](=O)[O-])cc2OC)cc1Cl,-4,-3
O=C1CCCC2=C1C(c1cccnc1)Nc1ccc(C(=O)c3ccccc3)cc1N2 (centres undefined),10,-2
CCOCCCN1COc2ccc3c(=O)c(-c4ccccc4OC)coc3c2C1,-5,0
Cc1cccc(N2CCN(C(=O)C3CCCN(c4cnn(C)c(=O)c4)C3)CC2)c1C (centres undefined),34,-4
COc1ccc(CNC(=O)C2CN(S(=O)(=O)c3cccnc3)CC23CCCCC3)cc1 (centres undefined),3,-3
CN1CCN(C(=O)c2cn3ccnc(-c4ccccc4)c3n2)CC1,-6,2
O=C1c2ccccc2C(=O)C1(Nc1ccc(I)cc1)c1ccccc1,43,-7
CCCCOc1ccc(-c2nc(C=NC3CCCCC3)c(O)o2)cc1,38,-4
COc1cccc(Nc2nc(-c3ccc(OC)c(F)c3)cs2)c1,64*,-7
Cc1ccc(NC(=O)Nc2nnc3ccccn23)cc1F,2,-3
C=CCNC(=O)CN(c1ccc(Cl)cc1)S(C)(=O)=O,-1,-9
O=C(NCCc1ccc(Cl)cc1)C1(S(=O)(=O)c2ccc(Cl)cc2)CC1,-11,0
CCOC(=O)c1cnn(-c2ccccc2)c1NC(=O)Nc1cccc(Cl)c1,·,-5
O=C(Nc1ccccc1Cl)N1CCc2nc[nH]c2C1,-2,-4
COc1ccc(-c2cn[nH]c2N)cc1OC,2,-12
O=C(NCC(=O)N1CC2CN(S(=O)(=O)c3cccc(F)c3)CC(C1)O2)c1ccccc1,-3,-1
O=C1OC(c2ccc(I)cc2)=N/C1=C\c1ccccc1Br,1,23
COc1ccc(OC)c(S(=O)(=O)Nc2ccc(CC(N)=O)cc2)c1,-11,3
Clc1ccccc1Nc1cccc2nccnc12,12,1
COc1cscc1C(=O)NNC(=O)c1ccc(Cl)cc1,·,-16
O=C(O)CCCNC(=O)c1ccncc1,0,1
COc1ccc(CCNC(=O)C2CCCNC2=O)cc1OC (centres undefined),-4,-19
Cc1ccccc1C(=O)N1CCN(c2oc(C=Cc3ccccc3)nc2C#N)CC1,-6,1
O=C(Cc1cc(=O)[nH]c(SCc2ccccc2)n1)N1CCN(c2ncccn2)CC1,0,26
Cc1ccc(-n2nc(C)c3c(NCCN(C)C)nc(C4CC4)nc32)cc1,23,2
O=S1(=O)CCOCCCN1Cc1ccccc1,-5,-5
N#Cc1c([N+](=O)[O-])cc([N+](=O)[O-])cc1S(=O)(=O)Cc1ccccc1,79*,-3
COc1ccc(N=Cc2nc(-c3cc(OC)c(OC)c(OC)c3)oc2O)c([N+](=O)[O-])c1,5,2
CCn1nccc1C(=O)N1CCC(Nc2nccnc2OC)CC1,-3,-3
CCOc1ccc(NC(=O)CSC2CC(=O)N(c3ccc(C(=O)OC)cc3)C2=O)cc1 (centres undefined),-5,-4
O=C(C1=NN(Cc2ccc(F)cc2)c2ccccc2S1(=O)=O)N1CCCCC1,22,-7
Cc1ccc(CCn2c3c(c4ccccc42)CN(C)CC3)cn1,5,6
Cc1ccccc1-n1nc2c(c1NC(=O)c1ccc(Br)cc1)CSC2,8,15
COCCCn1c(=N)c(C(N)=O)cc2c(=O)n3ccccc3nc21,-1,7
N=C1NC(=O)/C(=C/c2ccc(-c3ccc(Cl)c([N+](=O)[O-])c3)o2)S1,8,5
CC(C)(C)c1ccc(S(=O)(=O)Nc2cccc(C(=O)O)c2)cc1,-10,-7
Cc1cccc(NC(=O)Cn2nc(-c3cccs3)ccc2=O)n1,-8,-6
Cc1cc(Br)ccc1OCC(=O)N1CCN(c2ccc([N+](=O)[O-])cc2)CC1,2,-6
O=C1CN(C(=O)C2CCCCC2)CCN1Cc1ccccc1,0,2
C=CCN1[C@@H](Cc2ccccc2)COc2cccc(F)c2S1(=O)=O,-86,-1
Cc1cc(=O)n(CC(C)O)c(-c2ccccc2)n1 (centres undefined),-6,3
CC(C)CCNC(=O)c1ccccc1Cl,-9,-6
O=C(NCC1(CO)CC1)NC(c1ccccc1)c1ccccc1,-7,-8
CCN1C(=O)c2cccc3c(S(=O)(=O)N4CCN(c5ccccc5F)CC4)ccc1c23,-23,-5
Cc1cccc(C)c1NC(=O)C1(N2CCN(C(=O)c3ccco3)CC2)CCCCC1,12,1

# Of the compounds above, 7 contain a thiophene ring, fused or not:
SMILES,mHTT-CaM PPI inh,Pf apPOL block
O=S(=O)(Cc1nc(-c2ccsc2)no1)c1ccc(Cl)cc1,·,-2
O=C(NCc1cccs1)c1c(F)c(F)c(F)c(F)c1F,-7,1
CC1CCN(Cc2csc(N3CCN(C(=O)c4ccc(Cl)s4)CC3)n2)CC1,7,-3
CN1CCN(c2ccc(CNS(=O)(=O)c3ccc(-c4ccon4)s3)cc2)CC1,·,-3
CC1(C)Cc2c(sc3nc(SCC(N)=O)n(CCc4ccccc4)c(=O)c23)CO1,2,-4
COc1cscc1C(=O)NNC(=O)c1ccc(Cl)cc1,·,-16
Cc1cccc(NC(=O)Cn2nc(-c3cccs3)ccc2=O)n1,-8,-6
